Source: PubChem BioAssay (Broad Institute)
U2OS ROS induce: ROS inducers in U2OS cancer cells, primary screen, cell-based, H2DCF-DA fluorescence | U2OS ROS induction | ROS induction (% of piperlongumine), % at 10 µM | 46,000 compounds, 2% hits | AID 624156, 2012; in the data active means ROS induction above about 79%, passing the limit was not always enough; inconclusive means no clear call, values can overlap the other calls;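 further: 0% = DMSO vehicle median and 100% = reference compound median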
* = called active by the depositor; ? = inconclusive; & = joins results of further samples. The list is partial; rates above refer to the full screens.

SMILES | U2OS ROS induce
C[C@@H]1[C@H]2[C@H](OC3O[C@H](CO)[C@@H](O)[C@H](O)[C@H]3O)OC=C(C(=O)O)[C@H]2C[C@@H]1O (stereo partly specified) | -3.9
CC(NC(=O)C1CCCN1S(=O)(=O)c1ccccc1)c1ccccc1 (stereo unspecified) | -3.7
COc1ccc(CNC(=O)c2ccc(C)c(C)c2)cc1 | -10.0
Cc1c(C#N)c(Sc2ccccc2Cl)nc2ccccc12 | 15.9
O=C(NCCN1CCCC1)c1cc(Sc2cccc(Cl)c2)nc2ccccc12 | 0.8
COc1ccc(-c2cnc3c(c2)C(=O)N([C@H](C)CO)C[C@H](C)[C@H](CN(C)S(=O)(=O)c2cccc(F)c2)O3)cc1 | 5.2
COC(=O)c1ccccc1NC(=O)C1=C(C)NC(=S)NC1c1ccc(OC2CCCC2)c(OC)c1 (stereo unspecified) | 19.8
N=c1c2cnn(-c3ccccc3)c2ncn1/N=C/c1ccc(Cl)cc1 | 10.1
COc1ccc(S(=O)(=O)N(C)C[C@@H]2Oc3c(NC(=O)c4ccc(-c5nccs5)cc4)cccc3C(=O)N([C@H](C)CO)C[C@@H]2C)cc1 | 43.2
C[C@H](CO)N1C[C@H](C)[C@@H](CN(C)S(=O)(=O)c2cn(C)cn2)Oc2ccc(NC(=O)Cc3cn(C)c4ccccc34)cc2C1=O | -10.9
CC1CC(=O)N(Cc2ccc(F)cc2)c2ccccc2S1(=O)=O (stereo unspecified) | -10.8
COc1ccc(S(=O)(=O)N(C)C[C@H]2Oc3c(NC(=O)NC4CCCCC4)cccc3C(=O)N([C@@H](C)CO)C[C@@H]2C)cc1 | 44.8
O=C(Cn1cnc2ccccc2c1=O)Nc1ccc(Cl)c(Cl)c1 | -18.3
CC(=O)O[C@]1(C(C)=O)CCC2C3C[C@H](C)C4=CC(=O)CC[C@]4(C)C3CC[C@@]21C (stereo partly specified) | 19.4
COC(=O)c1sccc1-c1ccc(-c2ccn(S(=O)(=O)c3ccc(Cl)cc3)n2)o1 | -6.4
Cc1ccc(C(=O)NC(=O)CSc2nnnn2-c2ccccc2)cc1 | -7.3
Cc1ccc(-c2nn3c(C)nnc3c3ccccc23)cc1S(=O)(=O)NCCN1CCOCC1 | ?
CCn1c(C(=O)N2CCC(C(=O)NC3CCCCCC3)CC2)cc2sccc21 | -7.0
CC(C)NC(=O)N(C)C[C@H]1Oc2c(NS(=O)(=O)c3ccccc3)cccc2C(=O)N([C@H](C)CO)C[C@@H]1C | -17.8
CC1=C(C#N)C(c2cc(F)ccc2F)C(C(=O)OCc2ccccc2)=C(N)O1 (stereo unspecified) | -4.9

In the list so far, these have fluorine.
SMILES | U2OS ROS induce
COc1ccc(-c2cnc3c(c2)C(=O)N([C@H](C)CO)C[C@H](C)[C@H](CN(C)S(=O)(=O)c2cccc(F)c2)O3)cc1 | 5.2
CC1CC(=O)N(Cc2ccc(F)cc2)c2ccccc2S1(=O)=O (stereo unspecified) | -10.8
CC1=C(C#N)C(c2cc(F)ccc2F)C(C(=O)OCc2ccccc2)=C(N)O1 (stereo unspecified) | -4.9

(further entries)
SMILES | U2OS ROS induce
COc1cc(-c2coc3cc(OCc4ccccc4)c(OC)c(O)c3c2=O)cc(OCc2ccccc2)c1OC | -13.3
Cc1noc(C)c1S(=O)(=O)Nc1ccc2c(c1)CC(=O)N([C@@H](C)CO)C[C@@H](C)[C@@H](CN(C)Cc1ccc(-c3ccccc3)cc1)O2 | -8.6
C/C(=N\O)c1ccc2c(c1)CCO2 | -12.1
CCC(=O)c1ccccc1OCCSc1nc(C)cc(=O)[nH]1 | 14.2
COc1ccc(CNCc2ccc(C)cc2)cc1 | 1.4
O=C(CCc1ccc(O)cc1)c1c(O)cc(O)cc1O[C@@H]1O[C@H](CO)[C@@H](O)[C@H](O)[C@H]1O | -9.1
Cc1ccc(S(=O)(=O)N(C)C[C@@H]2OCCCC[C@@H](C)Oc3ccc(NS(=O)(=O)c4ccccc4)cc3C(=O)N([C@H](C)CO)C[C@@H]2C)cc1 | 46.3
CCOC(=O)c1cnc(SCC(=O)Nc2ccc(Cl)cc2Cl)nc1N | -8.3
Cc1ccc(S(=O)(=O)N(C)C[C@H]2Oc3c(NC(=O)c4cc(C)nn4C)cccc3C(=O)N([C@@H](C)CO)C[C@@H]2C)cc1 | -1.2
C[C@H](CO)N1C[C@H](C)[C@H](CN(C)S(=O)(=O)c2ccc(F)cc2)Oc2ccc(N(C)C)cc2C1=O | -7.7
C[C@H]1CN([C@@H](C)CO)C(=O)Cc2cc(NC(=O)C3CC3)ccc2O[C@@H]1CN(C)S(=O)(=O)c1ccccc1 | -6.3
C[C@@H]1CN([C@@H](C)CO)C(=O)c2cc(NC(=O)Nc3cccc4ccccc34)ccc2O[C@@H]1CN(C)S(C)(=O)=O | -13.5
CSc1cccc(NC(=O)CN(C)S(=O)(=O)c2ccc3ccccc3c2)c1 | -4.0
CC(C)NC(=O)Nc1ccc2c(c1)C(=O)N([C@@H](C)CO)C[C@H](C)[C@@H](CN(C)Cc1ccc(Oc3ccccc3)cc1)O2 | 52.9
CN1C(=O)CC[C@H]1c1cccnc1 | 3.2
C[C@@H]1CN([C@H](C)CO)C(=O)c2cc(NC(=O)Nc3ccc4c(c3)OCO4)ccc2O[C@H]1CN(C)C(=O)Nc1ccc2c(c1)OCO2 | -5.8
CCCN(C)C[C@H]1OCCCC[C@@H](C)Oc2ccc(NC(=O)Nc3c(C)noc3C)cc2C(=O)N([C@H](C)CO)C[C@@H]1C | 17.5
COc1ccc(N2CCC(CNC(=O)Nc3ccccc3)C2)cc1 (stereo unspecified) | 4.9
Cc1noc(C)c1NC(=O)N(C)C[C@@H]1Oc2ccc(NS(C)(=O)=O)cc2C(=O)N([C@@H](C)CO)C[C@@H]1C | -1.0
C[C@H]1CN([C@@H](C)CO)C(=O)Cc2cc(NS(=O)(=O)c3ccc(Cl)cc3)ccc2O[C@H]1CN(C)S(=O)(=O)c1cccs1 | 6.1
Nc1ncnc2c1c1nc3ccccc3nc1n2Cc1ccccc1 | 0.1
C[C@H](CO)N1C[C@H](C)[C@H](CN(C)Cc2ccc(-c3ccccc3)cc2)Oc2ccc(NC(=O)NC3CCCCC3)cc2C1=O | -8.0
O=C(NCc1ccco1)c1cc(-c2ccc(Cl)cc2)oc1C(F)(F)F | -5.3
O=C1Nc2ccccc2S/C1=C\C(=O)N1CCN(c2ccccc2)CC1 | -9.8
C[C@@H]1CN([C@H](C)CO)C(=O)CCCn2cc(nn2)CO[C@H]1CN(C)Cc1ccccc1C(=O)O | 10.0
C[C@@H]1CN([C@@H](C)CO)C(=O)c2cccc(NS(=O)(=O)c3ccc(F)cc3)c2O[C@@H]1CN(C)C(=O)NC1CCCCC1 | 0.5
COc1ccc(CN(C)C[C@@H]2Oc3ccc(NS(=O)(=O)c4ccc(OC)cc4)cc3C(=O)N([C@H](C)CO)C[C@@H]2C)cc1 | 1.7
COc1ccc(S(=O)(=O)Nc2cccc3c2O[C@H](CN(C)Cc2ccc(C(F)(F)F)cc2)[C@@H](C)CN([C@H](C)CO)C3=O)cc1 | 8.2
Cc1cc2nc3c(=O)[nH]c(=O)nc-3n(CC(O)C(O)C(O)CO)c2cc1C (stereo unspecified) | 11.6
O=C(CC(c1ccccc1)c1ccccc1)NCCN1CCOCC1 | -14.8
Cc1noc(C)c1NC(=O)N(C)C[C@@H]1Oc2c(NS(=O)(=O)c3ccc(F)cc3)cccc2C(=O)N([C@H](C)CO)C[C@@H]1C | -6.9
CC(C)NC(=O)Nc1cccc2c1O[C@H](CN(C)C(=O)Nc1ccc3c(c1)OCO3)[C@H](C)CN([C@@H](C)CO)C2=O | -8.9
Cc1ccc(S(=O)(=O)Nc2ccc3c(c2)C(=O)N([C@H](C)CO)C[C@H](C)[C@H](CN(C)C(=O)Nc2ccc(C(F)(F)F)cc2)OCCCC[C@@H](C)O3)cc1 | 65.2
CCCOc1ccc(Oc2nc(Nc3ccc(C)cc3)nc(N3CCOCC3)n2)nn1 | 1.1
O=C[C@@H]1CCCN1C(=O)[C@@H]1CCCN1C(=O)OCc1ccccc1 | 9.2
COc1ccc(S(=O)(=O)N(C)C[C@H]2Oc3c(NS(=O)(=O)c4ccccc4)cccc3C(=O)N([C@@H](C)CO)C[C@@H]2C)cc1 | 60.6
C[C@H]1CN([C@@H](C)CO)C(=O)c2cc(NS(=O)(=O)c3cccs3)ccc2O[C@@H]1CN(C)Cc1ccc2c(c1)OCO2 | -5.7
C[C@@H]1CN([C@H](C)CO)C(=O)CCCn2cc(nn2)CO[C@@H]1CN(C)Cc1ccncc1 | -16.5
O=c1[nH]ncc2c3ccccc3n(Cc3ccc(F)cc3)c12 | 5.3
CCOc1ccc(-c2cn(S(=O)(=O)c3cccc4nsnc34)nc2N)cc1 | 9.1
C[C@H]1CN([C@@H](C)CO)C(=O)c2cc(NC(=O)c3ccncc3)ccc2O[C@H]1CN(C)S(=O)(=O)c1cn(C)cn1 | -7.5
CO[C@H]1CC(O[C@@H]2/C(C)=C/C[C@@H]3C[C@@H](C[C@]4(CC[C@H](C)[C@@H](C5CCCCC5)O4)O3)OC(=O)[C@@H]3C=C(C)/C(=N/O)[C@H]4OC/C(=C\C=C\[C@@H]2C)[C@]43O)O[C@@H](C)C1O (stereo partly specified) | 4.6
Cc1cc(C(=O)Nc2cccc3c2O[C@@H](CN(C)Cc2ccc(C(=O)Nc4ccccc4N)cc2)[C@H](C)CN([C@H](C)CO)C3=O)n(C)n1 | 28.7
O=C(CSc1nc2cc(Cl)ccc2s1)Nc1ccc(I)cc1 | 1.0
Cc1ccccc1CN(C)C[C@@H]1OCc2cnnn2CCCC(=O)N([C@@H](C)CO)C[C@H]1C | 3.4
C[C@@H]1CN([C@H](C)CO)C(=O)Cc2cc(NC(=O)Nc3ccc(C(F)(F)F)cc3)ccc2O[C@H]1CN(C)S(=O)(=O)c1cccs1 | -10.2
CCCCOc1cc(C(=O)NCCN(CC)CC)c2ccccc2n1 | 12.0&0.5
C[C@H]1CN([C@@H](C)CO)C(=O)Cc2cc(N(C)C)ccc2O[C@H]1CN(C)Cc1ccc2c(c1)OCO2 | 1.0
O=C(O)C1CCCN(S(=O)(=O)c2ccccc2)C1 (stereo unspecified) | 17.2
COC(=O)c1sccc1OC(=O)c1nn(-c2ccccc2)nc1C | -10.6
CCCc1ccc(OCc2ccc(C(=O)NCc3cccnc3)o2)c(OC)c1 | -5.2
C[C@@H]1CN([C@H](C)CO)C(=O)c2cc(NC(=O)Nc3cccc4ccccc34)ccc2O[C@H]1CN(C)C(=O)Nc1ccc(C(F)(F)F)cc1 | 2.8
C[C@H]1CN([C@@H](C)CO)C(=O)c2cccc(NC(=O)CCCCCC(=O)Nc3ccccc3N)c2O[C@@H]1CN(C)S(=O)(=O)c1ccc(Cl)cc1 | 7.6
S=C1NCN(Cc2ccccc2)CN1Cc1ccccc1 | -17.0
O=C(CC1(O)C(=O)Nc2ccc(Br)cc21)c1ccc(NS(=O)(=O)c2ccccc2)cc1 (stereo unspecified) | 0.7
C[C@@H]1CN([C@@H](C)CO)C(=O)c2cccc(NS(=O)(=O)c3cccs3)c2O[C@H]1CN(C)Cc1ccc(C(=O)Nc2ccccc2N)cc1 | -2.4
C[C@@H]1CN([C@H](C)CO)C(=O)c2cc(NC(=O)CCCCCC(=O)Nc3ccccc3N)ccc2O[C@H]1CN(C)C(=O)NC1CCCCC1 | 4.2
CC(C)NC(=O)Nc1ccc2c(c1)C(=O)N([C@H](C)CO)C[C@@H](C)[C@@H](CN(C)S(=O)(=O)c1ccccc1)O2 | -8.3
C[C@@H]1CN([C@H](C)CO)C(=O)c2cc(NC(=O)Nc3ccc(C(F)(F)F)cc3)ccc2O[C@@H]1CN(C)Cc1ccc(Cl)c(Cl)c1 | 9.7
CN(C)N1C(N)=C(C#N)C(c2ccccc2)C2=C1CCCC2=O (stereo unspecified) | 40.2

Next structures:
SMILES | U2OS ROS induce
Cc1occc1-c1nnc(SCC(=O)Nc2ccccc2[N+](=O)[O-])n1-c1ccccc1 | 11.9
C[C@H](CO)N1C[C@H](C)[C@@H](CN(C)C(=O)Nc2ccc(F)cc2)Oc2ccc(NS(=O)(=O)c3ccccc3)cc2C1=O | -14.8
COc1ccc(NC(=O)Nc2cccc3c2O[C@H](CN(C)C)[C@H](C)CN([C@@H](C)CO)C3=O)cc1 | -5.0
O=C(CCCCC(=O)N/N=C\c1ccc2ccccc2n1)NO | -9.4
Cc1ccc(S(=O)(=O)Nc2ccc3c(c2)C(=O)N([C@@H](C)CO)C[C@@H](C)[C@H](CN(C)CC2CC2)O3)cc1 | -5.1
COc1ccc(S(=O)(=O)N(C)C[C@H]2Oc3c(NC(=O)NC(C)C)cccc3C(=O)N([C@@H](C)CO)C[C@@H]2C)cc1 | -2.0
C[C@@H]1CN([C@@H](C)CO)C(=O)c2cc(NC(=O)C3CCCCC3)ccc2O[C@H]1CN(C)Cc1ccc2c(c1)OCO2 | -2.3
Cc1noc(C)c1NC(=O)N(C)C[C@@H]1Oc2ccc(N(C)C)cc2C(=O)N([C@H](C)CO)C[C@@H]1C | -6.3
COc1ccc(C2=NN3COc4ccccc4C3C2)cc1 (stereo unspecified) | -2.1
CSc1ccc(/C=N/N(C)S(=O)(=O)c2ccc(C)cc2)cc1 | 72.1
COc1ccc(NC(=O)N(C)C[C@H]2Oc3ccc(NC(=O)Cn4cnnn4)cc3CC(=O)N([C@H](C)CO)C[C@H]2C)cc1 | 14.5

Looked up one by one from above (six):
SMILES | U2OS ROS induce
COc1ccc(NC(=O)Nc2cccc3c2O[C@H](CN(C)C)[C@H](C)CN([C@@H](C)CO)C3=O)cc1 | -5.0
Cc1noc(C)c1NC(=O)N(C)C[C@@H]1Oc2ccc(N(C)C)cc2C(=O)N([C@H](C)CO)C[C@@H]1C | -6.3
Cc1ccc(S(=O)(=O)Nc2ccc3c(c2)C(=O)N([C@@H](C)CO)C[C@@H](C)[C@H](CN(C)CC2CC2)O3)cc1 | -5.1
COc1ccc(C2=NN3COc4ccccc4C3C2)cc1 (stereo unspecified) | -2.1
COc1ccc(S(=O)(=O)N(C)C[C@H]2Oc3c(NC(=O)NC(C)C)cccc3C(=O)N([C@@H](C)CO)C[C@@H]2C)cc1 | -2.0
Cc1occc1-c1nnc(SCC(=O)Nc2ccccc2[N+](=O)[O-])n1-c1ccccc1 | 11.9
